From PubChem
12-LOX inh: Primary qHTS assay for inhibitors of human arachidonate 12S-lipoxygenase (ALOX12): Round 2; Polyunsaturated fatty acid lipoxygenase ALOX12 (Homo sapiens), P18054; purified 12hLO, xylenol orange hydroperoxide absorbance; Potency, µM (top dose mostly 108 µM), inactives show top-dose activity change, negative = inhibition, hits mostly inhibitors; 580,000 compounds, 1.1% hits; further: on the % scale 0 is the no-effect control and ±100 the full control effect
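Purified human 12hLO at 150 nM in 25 mM Hepes, 0.01% Triton X-100, pH 7.0, preincubated 15 min at room temperature with compound. Reaction started with 40 uM arachidonic acid, 30 min at room temperature. Hydroperoxide measured by Fe-xylenol orange, 573/405 nm absorbance ratio.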
ERG Ets-DNA blk: qHTS for Small Molecule Inhibitors of the ERG Ets/DNA interaction. Transcriptional regulator ERG (Homo sapiens), P11308. fluorescence polarization, His-ERG Ets domain / labelled DNA. Potency, µM (top dose mostly 76.9 µM), for inactives: top-dose FP activity, negative = inhibition, actives largely listed as inhibitors. 370,000 compounds, 0.028% hits. AID 624246, 2012; active means well fitted inhibition curve with a large enough effect in the polarisation, with a control signal flat; inconclusive means small, poorly fitted or top-dose-only effect, or effect the other way, or a change in a side signal; inactive means no such curve, though single readings can be large or run the other way; the % refers to the polarisation;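 further: polarization taken with two DNA probes labelled with fluorescein and Texas red; % of control where 0% means no effect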
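His-tagged ERG Ets domain (1 uM in the protein solution; 300mM KCl, 50mM Tris-HCl, 1mM EDTA, 1mM DTT, pH 7.5) received compound, then a probe mix of 5 nM fluorescein-DNA and 100nM Texas-615-DNA. Fluorescence polarization was read for both dyes.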
HP1b binding inh: HTS for Inhibitors of HP1-beta Chromodomain Interactions with Methylated Histone Tails | Potency, µM (doses to about 114 µM), for inactives: at the top dose activity change, negative = inhibition, hits mostly inhibitors | AlphaScreen HP1-beta / biotin-H3K9me3 peptide binding | 390,000 compounds, 0.56% hits | Chromobox protein homolog 1 (Homo sapiens), P83916; further: nearly all actives have a fitted effect of over 70% in size; inactives centre near 23
Target sequence (P83916 whole entry, looked up): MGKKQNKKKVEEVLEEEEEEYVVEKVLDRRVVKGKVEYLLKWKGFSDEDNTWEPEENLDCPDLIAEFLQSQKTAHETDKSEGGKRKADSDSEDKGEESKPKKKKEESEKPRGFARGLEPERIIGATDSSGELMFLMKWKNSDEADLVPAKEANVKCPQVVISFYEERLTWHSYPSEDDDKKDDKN
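HP1-beta protein (50 nM final) preincubated 30 min at room temperature with biotinylated H3(1-18)K9me3 peptide (50 nM) in PBS pH 7.4, 0.01% Tween-20, then compound added for 30 min. AlphaScreen streptavidin donor/nickel chelate acceptor beads (10 ug/mL final), 30 min dark, luminescence read.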
JMJD2A Tudor inh: qHTS Assay for Inhibitors of JMJD2A-Tudor Domain | Lysine-specific demethylase 4A (Homo sapiens), O75164 | AlphaScreen JMJD2A-Tudor / H3K4me3 peptide binding | Potency, µM (highest dose often 114 µM), inactives show at the top dose activity change, negative = inhibition, most hits filed as inhibitors | 390,000 compounds, 4.4% hits | AID 504339, 2011; further: on the % scale 0 is the no-effect control and ±100 the full control effect; nearly all actives have a fitted effect of over 50% in size
TrxR1 inh: qHTS Assay for Inhibitors of Mammalian Selenoprotein Thioredoxin Reductase 1 (TrxR1): qHTS. recombinant rTrxR1, NADPH fluorescence consumption, selenite substrate. Potency, µM (titrated, usually from 114 µM), for the others: top-dose activity change, negative = inhibition, actives largely listed as inhibitors. 390,000 compounds, 1% hits. AID 588453, 2011; further: on the % scale 0 is the no-effect control and ±100 the full control effect; nearly all actives have a fitted effect of over 65% in size
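Rat TrxR1 (90 nM in the dispensed reagent) was pre-reduced with 400 uM NADPH for 5 min at room temperature, then incubated with compound for 15 min. After 400 uM selenite was added, NADPH fluorescence (Ex 340/Em 450 nm) was followed for 8 min.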
RGS4 inh: Inhibitors of Regulator of G Protein Signaling (RGS) 4: qHTS. AID 504845, 2011. Transcreener GDP fluorescence polarization, RGS4-accelerated GTP hydrolysis. Potency, µM (titrated, usually from 114 µM), inactives show top-dose activity change, negative = inhibition, usual class: inhibitors. 390,000 compounds, 0.039% hits. Regulator of G-protein signaling 4 (Homo sapiens), P49798; further: on the % scale 0 is the no-effect control and ±100 the full control effect; nearly all actives have a fitted effect of over 75% in size; some results filed as inactive show a strong effect at the top dose
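MLSMR compounds (23 nl, pin-transferred) preincubated 10 min at room temperature with a 500nM (2x) first reagent, then RGS4 at 900nM (2x) plus Transcreener GDP mix added; fluorescence polarization (620/688 nm) read before and after 90 min at 30 °C.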
Pin1 inh: qHTS Assay to Find Inhibitors of Pin1; Pin1 FP peptide displacement, HiFluor488, 10 min; Potency, µM (top dose mostly 115 µM), for inactives: at the highest dose activity, negative = inhibition, usual class: inhibitors; 390,000 compounds, 0.009% hits; AID 504891, 2011; active means well fitted inhibition curve with a large enough effect in the polarisation, with a control signal flat, not every such curve was filed as active; inconclusive means small, poorly fitted or top-dose-only effect, or effect the other way, or a change in a side signal; inactive means no such curve, though single readings can be large or run the other way; the % refers to the polarisation; further: on the % scale 0 is the no-effect control and ±100 the full control effect
Target sequence (Q13526 whole entry, looked up): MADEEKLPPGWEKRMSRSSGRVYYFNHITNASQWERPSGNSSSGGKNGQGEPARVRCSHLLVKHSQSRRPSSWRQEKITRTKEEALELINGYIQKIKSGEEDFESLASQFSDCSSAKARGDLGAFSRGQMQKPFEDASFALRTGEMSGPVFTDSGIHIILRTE
GLS inhibitor: qHTS for Inhibitors of Glutaminase (GLS). GLS enzymatic activity, qHTS titration. Potency, µM (series often up to 45.5 µM), without a hit: at the top dose activity change, negative = inhibition, actives largely listed as inhibitors. 410,000 compounds, 0.21% hits. AID 624170, 2012; further: on the % scale 0 is the no-effect control and ±100 the full control effect
Target sequence (O94925 whole entry, looked up): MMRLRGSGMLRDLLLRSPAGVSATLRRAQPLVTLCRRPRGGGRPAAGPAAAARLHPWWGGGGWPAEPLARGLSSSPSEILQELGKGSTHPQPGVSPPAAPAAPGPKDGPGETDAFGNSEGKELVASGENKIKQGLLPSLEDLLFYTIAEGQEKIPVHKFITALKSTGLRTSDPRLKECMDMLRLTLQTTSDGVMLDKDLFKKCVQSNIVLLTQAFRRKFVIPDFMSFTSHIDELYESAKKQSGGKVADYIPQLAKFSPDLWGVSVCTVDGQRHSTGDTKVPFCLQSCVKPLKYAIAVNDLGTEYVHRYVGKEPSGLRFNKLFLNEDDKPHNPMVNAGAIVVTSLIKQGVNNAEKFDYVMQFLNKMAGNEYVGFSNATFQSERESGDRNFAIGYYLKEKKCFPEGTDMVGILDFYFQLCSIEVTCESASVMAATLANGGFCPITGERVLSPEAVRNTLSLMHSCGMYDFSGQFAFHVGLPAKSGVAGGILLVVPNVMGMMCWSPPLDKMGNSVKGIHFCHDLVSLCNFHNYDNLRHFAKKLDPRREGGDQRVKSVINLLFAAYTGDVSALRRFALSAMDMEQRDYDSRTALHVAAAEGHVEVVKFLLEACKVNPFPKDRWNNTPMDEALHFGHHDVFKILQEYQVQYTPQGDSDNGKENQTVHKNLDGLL
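Coupled fluorescence readout: glutamate oxidase/HRP/Amplex Red detect glutamate formed by hKGA from L-glutamine (1 mM solution added). Buffer 45 mM KH2PO4 pH 8.2, 0.02% Tween-20; reads at t0 and 30 min RT.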
Tb PGK inh: qHTS Assay to Find Inhibitors of Phosphoglycerate Kinase; Phosphoglycerate kinase, glycosomal (Trypanosoma brucei brucei), P07378; PGK/GAPDH coupled, Kinase-Glo luminescence, 60 min; Potency, µM (highest dose often 57.5 µM), inactives show at the highest dose activity change, negative = inhibition, most hits filed as inhibitors; 380,000 compounds, 0.043% hits; further: on the % scale 0 is the no-effect control and ±100 the full control effect; nearly all actives have a fitted effect of over 60% in size
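Luminescent ATP detection (Kinase-Glo Plus) follows a 60-minute room-temperature incubation, with wells lacking PGK as controls. Buffer: 100 mM TEA (pH 7.6), 5 mM MgCl2, 0.01% Tween-20. Coupling enzyme GAPDH (100 nM final) supplies unstable 1,3-BPG in-well.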
The depositor's hits bear a star; i = inactive; u = inconclusive; [ ] = remark or other dose. Unless noted, the call rests on the fitted dose curve; in most records, active means well fitted curve in the direction sought with a large enough effect; inconclusive means small, poorly fitted or top-dose-only effect, or another doubt; inactive means no such curve, though single readings can be large; an effect the other way counts as inactive or inconclusive. Potency means the concentration at half of the fitted maximal effect. A portion of the library, so the mix of outcomes need not match the whole.

SMILES,12-LOX inh,ERG Ets-DNA blk,HP1b binding inh,JMJD2A Tudor inh,TrxR1 inh,RGS4 inh,Pin1 inh,GLS inhibitor,Tb PGK inh
Cc1[nH]c(C)c(S(=O)(=O)N2CCCCC2C)c1C(=O)N1CCCC1 (stereo unspecified),5%,6%,4%,-13%,-18%,-13%,-9%,0%,i
Cc1ccc(-n2nc(C(=O)N(C)Cc3ccccc3)c3c4ccccc4n(C)c3c2=O)cc1,-23%,1%,24%,-7%,20%[2.29 µM],25%,0%,9%,15%
CC1CCC(n2c(=S)[nH]c3ccccc3c2=O)CC1 (stereo unspecified),u,-1%,38%,-5%,15%,-6%,0%,13%,i
CCOc1cc(S(=O)(=O)N2CCCCC2)ccc1F,1%,-1%,31%[activator],12%,8%,-12%,0%,2%,i
COC(=O)C(NC(C)=O)(Nc1cc(C)ccn1)C(F)(F)F (stereo unspecified),151%[activator],-6%,27%,1%,8%[57.1 µM],-5%,3%,2%,i
Cc1ccc(C)c(NC(=O)CCC(=O)NNC(=O)c2cccc([N+](=O)[O-])c2)c1,16%,-5%,15%,-10%,2%,12%,-8%,17%,-3%
Cc1noc(C)c1COC(=O)CNC(=O)c1ccc(Cl)cc1,3%,5%,38%,-9%,14%,13%,-1%,-3%,5%
O=S1(=O)CCC(NC(=S)NC2CCS(=O)(=O)C2)C1 (stereo unspecified),-25%,1%,26%,-2%,14%[57.1 µM],-17%,-3%,1%,-3%
CC1=C(C)NC(=S)SC1,u,0%,-15%,-22%,-2%,-41%,-2%,23%,-5%
CCOC(=O)C1=C(C)N(CCCCCC(=O)O)C(=O)NC1c1ccc(Br)cc1 (stereo unspecified),-16%,1%,21%,u,11%,-8%,4%,-14%,-2%
COCC(=O)Nc1ccccc1-c1ccccc1,i,-10%,15%,-14%,13%,-12%,-7%,2%,0%
O=C(CSc1c2c(nc3ccc(Cl)cc13)CCCC2)N1CCN(c2cccc(Cl)c2)CC1,-13%,-3%,13%,-26%,10%,-13%,16%,-17%,-6%
COc1cc(/C=N/NC(=O)c2ccc(O)cc2)ccc1OCC(=O)Nc1cccc([N+](=O)[O-])c1,18%,-5%,26%,-29%,16%,-27%,u,-7%,-1%
CCc1nc2sc(C(C)=O)c(N)c2c2c1CCCC2,u,7%,91%[activator],30%,6%,-3%,u,7%,-2%
CC(CC(=O)Nc1ccccc1)NCCCN1CCCC1=O (stereo unspecified),-7%,-12%,79µM*,0.71µM*,9%[57.1 µM],1%,-10%,2%,-1%
C(=NOCc1ccccc1)c1cccnc1,4%,-4%,12%,-1%,-8%[57.1 µM],1%,u,0%,0%
CCSc1ccccc1C(=O)Nc1ccc(S(=O)(=O)NC(C)=O)cc1,u,6%,7%,50µM*,13%[57.1 µM],-25%,-3%,1%,-2%
C/C(CCc1ccccc1)=N\NC(=O)COc1ccccc1C,3%,3%,55%[activator],-8%,14%[57.1 µM],8%,-4%,-4%,3%
CCC(OC(=O)c1ccco1)C(=O)NC1CCCC1 (stereo unspecified),18%,-1%,-3%,-17%,16%,6%,-12%,4%,-7%
CCOc1ccccc1NC(=O)c1nn(-c2ccc(C)cc2)c(=O)n(C)c1=O,-12%,1%,16%[57 µM],-8%,26%[57.1 µM],7%,-8%,-13%,13%
Fc1cccc(-c2n[nH]c(=S)n2-c2ccccc2)c1,u,-11%,-22%,7.9µM*,-16%,1%,-12%,12%,-1%
CC(C)(C)NC(=O)COC(=O)c1ccc(F)cc1Cl,-1%,3%,26%,-2%,15%,-16%,-5%,-14%,i
COc1ccc(CCN2C(=O)N[C@@H](C(C)C)C2=O)cc1,-23%,3%,25%,-11%,-4%,-16%,0%,-17%,-10%
CC(Oc1ccc2c3c(c(=O)oc2c1)CCC3)C(=O)NCc1cccnc1 (stereo unspecified),-6%,2%,28%,2%,15%,17%,-10%,2%,0%
COCc1ccc(C(=O)NCC2(N3CCCCC3)CCCCC2)cc1,u,-7%,5%,13µM*,18%,-28%[56.9 µM],-1%,22%,-5%
CCOc1ccc(CCN2C(=S)N([C@@H](CC(C)C)CN3CCCC3CN3C(=S)NC[C@@H]3Cc3ccc(O)cc3)C[C@@H]2Cc2ccccc2)cc1 (stereo partly specified),u,4%,28%,-36%,10%,4%,7%,0%,0%
COc1ccc(NC(=S)NC2CC3CCC(C2)N3Cc2ccco2)cc1 (stereo unspecified),-12%,-13%,25%,-15%,-20%,-18%,-9%,8%,-2%
COc1ccc(CCN2CCCC(CN(C)Cc3cc(OC)ccc3OC)C2)cc1 (stereo unspecified),u,-6%,29%,-24%,13%,-11%,4%,7%,i
COc1cc(NC(=O)C2CCN(c3cnccn3)CC2)cc(OC)c1OC,0%,21%,21%,1%,0%,10%,-8%,-24%,-10%
COc1ccc(NC(=O)CNCc2ccc(Cl)cc2)cc1S(=O)(=O)N1CCOCC1,u,-8%,u,3.5µM*,10%,13%,-10%,0%,9%

Structures above that bear a hit mark in HP1b binding inh.
SMILES,12-LOX inh,ERG Ets-DNA blk,HP1b binding inh,JMJD2A Tudor inh,TrxR1 inh,RGS4 inh,Pin1 inh,GLS inhibitor,Tb PGK inh
CC(CC(=O)Nc1ccccc1)NCCCN1CCCC1=O (stereo unspecified),-7%,-12%,79µM*,0.71µM*,9%[57.1 µM],1%,-10%,2%,-1%

Back to the main list with the three entries that preceded the break.
SMILES | 12-LOX inh | ERG Ets-DNA blk | HP1b binding inh | JMJD2A Tudor inh | TrxR1 inh | RGS4 inh | Pin1 inh | GLS inhibitor | Tb PGK inh
COc1ccc(CCN2CCCC(CN(C)Cc3cc(OC)ccc3OC)C2)cc1 (stereo unspecified) | u | -6% | 29% | -24% | 13% | -11% | 4% | 7% | i
COc1cc(NC(=O)C2CCN(c3cnccn3)CC2)cc(OC)c1OC | 0% | 21% | 21% | 1% | 0% | 10% | -8% | -24% | -10%
COc1ccc(NC(=O)CNCc2ccc(Cl)cc2)cc1S(=O)(=O)N1CCOCC1 | u | -8% | u | 3.5µM* | 10% | 13% | -10% | 0% | 9%
Cn1nnnc1SCCNCc1ccc(Cl)c(Cl)c1 | -8% | 3% | 20% | -12% | 32% | 3% | -8% | -5% | -4%
COc1ccc(NC(=O)c2nc3nc(C)cc(C(F)F)n3n2)cc1OC | 18% | -4% | 16% | -29% | 6%[57.1 µM] | 16% | 7% | -6% | -6%
Cn1nnc(NC(=O)c2ccc(C(C)(C)C)cc2)n1 | 3% | -7% | 31%[activator] | -30% | 12%[57.1 µM] | 13% | 2% | 5% | 3%
Cc1cccc(NC(=O)NN2CCN(C)CC2)c1C | 103%[activator] | -8% | 25% | -13% | 10% | -7% | 1% | 2% | -8%
CCC(C)(C(=O)NC1CCCCC1)N(C(=O)CNC(C)=O)c1c(C)n(C)n(-c2ccccc2)c1=O (stereo unspecified) | 0% | -5% | 30% | -7% | 22% | -16% | -5% | 2% | i
COCCNC(=O)c1ccc2c(c1)NC(=O)CS2 | 4% | -1% | 22% | -5% | 24% | 11% | -1% | 0% | -1%
COc1ccc(C(CC(=O)Nc2cc(OC)c(OC)c(OC)c2)N2Cc3ccccc3C2=O)cc1 (stereo unspecified) | u | 4% | -11% | -29% | 16% | 7% | 2% | -12% | -1%
COC(CN(C)C(=O)c1cn(C)c2ccc(S(=O)(=O)N(C)C3CCCCC3)cc2c1=O)OC | -13% | 5% | 27% | -9% | u | -26% | 4% | 1% | -3%
Nc1ccc(C(=O)N2CCN(S(=O)(=O)c3ccc(Br)cc3)CC2)cc1[N+](=O)[O-] | -10% | 5% | -2% | u | 14% | -4% | -6% | 0% | -1%
CCOc1ccccc1N1CC(C(=O)Nc2ccc3c(c2)OCCO3)CC1=O (stereo unspecified) | 13% | 5% | 11% | -24% | 7%[57.1 µM] | -8% | -4% | 7% | -9%
CCOc1ccc(/C=N/NC(=O)Cc2csc(Nc3cccc(C(F)(F)F)c3)n2)cc1 | 387%[activator] | -1% | 0% | -33% | 4% | -1% | 29% | 7% | 3%
